Shiga toxin inh = A qHTS for Small Molecule Inhibitors of Shiga Toxin; Vero cells, Shiga toxin protein synthesis inhibition reporter; 290,000 tested, 9.2% active; inhibition, % at 38.7 µM; in the data active = inhibition mostly above about 28%, no sharp cut-off; inactive = mostly below about 43%; note: 0% is about no effect
Pf growth 96h = Primary qHTS for delayed death inhibitors of the malarial parasite plastid, 96 hour incubation. Potency, µM (doses to about 28.7 µM), for the others: at the top dose activity change, negative = inhibition, most hits filed as inhibitors. AID 504834, 2011. P. falciparum luciferase reporter growth, 96 h. 320,000 tested, 6.9% active; note: potency is the fitted concentration of half-maximal effect; % is set by controls: 0 for no effect and ±100 for the full control effect
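Two-generation exposure (96 h) targets delayed-death phenotype. Reporter parasites carrying integrated firefly luciferase, in red cells at 2% hematocrit and 0.05% parasitemia final, kept at 37 C, 5% CO2; luminescence loss indicates inhibition.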
Giardia FBPA inh = qHTS Assay for Inhibitors of Fructose-1,6-bisphosphate Aldolase from Giardia Lamblia; A8B2U2; purified Giardia FBPA; Potency, µM (doses to about 59.6 µM), for inactives: at the highest dose activity, negative = inhibition, usual class: inhibitors; 290,000 tested, 0.71% active; note: potency is the fitted concentration of half-maximal effect; % is set by controls: 0 for no effect and ±100 for the full control effect; nearly all actives have a fitted effect of over 55% in size
Target sequence (A8B2U2 whole entry, looked up): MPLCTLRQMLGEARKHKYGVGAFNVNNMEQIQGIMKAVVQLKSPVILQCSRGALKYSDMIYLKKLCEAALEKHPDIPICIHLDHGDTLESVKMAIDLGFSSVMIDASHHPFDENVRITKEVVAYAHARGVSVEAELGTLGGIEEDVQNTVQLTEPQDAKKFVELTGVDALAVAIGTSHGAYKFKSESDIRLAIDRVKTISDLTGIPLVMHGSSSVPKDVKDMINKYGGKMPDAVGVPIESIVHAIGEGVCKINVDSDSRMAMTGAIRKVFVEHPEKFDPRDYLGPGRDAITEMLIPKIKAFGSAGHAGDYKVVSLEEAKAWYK
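Giardia FBPA (40 nM reagent) was preincubated 10 min at RT with compound (up to 57.5 uM final), then substrate plus GAPDH/TPI/NAD/arsenate coupling system with diaphorase/resazurin was added; resorufin fluorescence (525/598 nm) was read after 20 min.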
Pf growth 48h = Primary qHTS for delayed death inhibitors of the malarial parasite plastid, 48 hour incubation; P. falciparum luciferase growth in erythrocytes, 48 h; Potency, µM (highest dose often 28.7 µM), for inactives: top-dose activity change, negative = inhibition, actives largely listed as inhibitors; 310,000 tested, 5.9% active; AID 504832, 2011; note: potency is the fitted concentration of half-maximal effect; % is set by controls: 0 for no effect and ±100 for the full control effect
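Firefly luciferase activity from engineered P. falciparum reports growth; inhibitors lower the luminescent signal. Cultures contained 2% hematocrit erythrocytes at 0.1% final parasitemia.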
HCV inhibitor = qHTS Assay for Inhibitors of Hepatitis C Virus (HCV); Huh7.5.1 HCVcc-Cre infection, luciferase reporter, 44 h; Potency, µM (doses to about 41.8 µM), for the others: at the highest dose activity change, negative = inhibition, hits mostly inhibitors; 340,000 tested, 3.4% active; note: potency is the fitted concentration of half-maximal effect; % is set by controls: 0 for no effect and ±100 for the full control effect
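Reporter virus HCVcc-Cre (~0.5 moi) infects cells exposed to compound; seeding density 1,000 cells/well with 4 h settling beforehand. Luminescence, 15 sec read, taken 44 h post-infection following a 15 min RT substrate incubation.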
Cycloheximide cs = Cycloheximide Counterscreen for Small Molecule Inhibitors of Shiga Toxin. max response, %. 300,000 tested, 12% active. cell reporter, cycloheximide protein synthesis inhibition counterscreen; in the data active = max response mostly above about 13%, no sharp cut-off; inactive = mostly below about 14%; note: read at 38.3 µM for the half of the compounds with a filed dose; 0% is about no effect
Active calls of the source: *; ? = inconclusive; nt = not tested or not shown; & = joins results of further samples; ! = not active in a repeat; [ ] = another dose, or the depositor's remark. Unless noted, calls come from the whole dose curve; as a rule, active = well fitted curve in the direction sought with a large enough effect; inconclusive = small, poorly fitted or top-dose-only effect, or another doubt; inactive = no such curve, though single readings can be large; an effect the other way counts as inactive or inconclusive.

Every second line gives: Shiga toxin inh, Pf growth 96h, Giardia FBPA inh, Pf growth 48h, HCV inhibitor, Cycloheximide cs
COC(=O)CCCCCCCCC(O)CN1CCCCC1 (stereo unspecified)
→ -3, -10%, -1%, 1%, -3%, 0
O=C(CCCN1C(=O)[C@H]2CC=CC[C@H]2C1=O)NCc1nc(-c2ccc(Cl)cc2)no1
→ 14, -12%, nt, 12%, -1%, -3
COc1ccc(S(=O)(=O)N2CCC(C(=O)Nc3cc(Cl)ccc3N3CCOCC3)CC2)cc1OC
→ nt, ?, nt, ?, ?, nt
COc1ccc(C(=O)CSc2nnc(C3CCCCC3)n2N)c(OC)c1
→ -2, 9.3µM*, -10%, 0%, 10µM*, 2
COc1cc(C(=O)OCC(=O)Nc2cccc(S(=O)(=O)N3CCCC3)c2)ccc1OCC(C)C
→ nt, ?, nt, ?, ?, nt
O=C(CN1CCN(S(=O)(=O)c2cccc(F)c2)CC1)NCC1(N2CCOCC2)CCCCC1
→ nt, ?, nt, ?, -4%, nt
Cc1ccc(-c2cc(C(=O)N3CC(C)OC(C)C3)c3ccccc3n2)o1 (stereo unspecified)
→ nt, 1%, nt, -1%, 13%, nt
Cc1cc(C(=O)N2CCN(S(=O)(=O)c3ccccc3)CC2)c(C)o1
→ -17, 41%[activator], nt, 0%, 18%, -2
Cc1nnc(SCC(=O)NC(=O)Nc2ccc3c(c2)OCCO3)n1N
→ 50*, -5%, -1%, 16%, 5%, 39*
OC(CN1CCCC(C(F)(F)F)C1)c1ccccc1 (stereo unspecified)
→ -9, 12%, 4%, 9%, -6%, -3
COc1ccc(NS(=O)(=O)c2cn(C)cn2)cc1Cl
→ -7, ?, 1%, 33%[activator], -12%, 7
Cc1ccc(-n2c(SCc3cn4ccsc4n3)nc3ccccc3c2=O)cc1
→ -14, nt, -14%, ?, 10µM*, 0
O=C(c1ccco1)N1CCN(C(=O)c2cn(-c3ccccc3)nc2-c2ccccc2)CC1
→ nt, 17%, nt, -5%, -19%, nt
Cc1cc(C)cc(NC(=O)CSc2nnc(-c3ccccc3C)o2)c1
→ 43, -20%, -8%, 77%[activator], -30%, 36*
NCC(CC(=O)O)c1ccc(Cl)cc1 (stereo unspecified)
→ -4, ?, -12%&0%&9%&4%, 2%&0%, 4%, -4

Reprinted from the part before: 2 entries, followed by the next part.
Every second line gives: Shiga toxin inh, Pf growth 96h, Giardia FBPA inh, Pf growth 48h, HCV inhibitor, Cycloheximide cs
Cc1cc(C)cc(NC(=O)CSc2nnc(-c3ccccc3C)o2)c1
→ 43, -20%, -8%, 77%[activator], -30%, 36*
NCC(CC(=O)O)c1ccc(Cl)cc1 (stereo unspecified)
→ -4, ?, -12%&0%&9%&4%, 2%&0%, 4%, -4
COC(=O)CCN1CCN(S(=O)(=O)c2ccccc2Br)CC1
→ 16, 105%[activator], ?, 13%, ?, -2
O=C(c1ccc(-n2cncn2)c([N+](=O)[O-])c1)N1CCN(S(=O)(=O)c2ccc(F)c(F)c2)CC1
→ nt, -17%, nt, -6%, 10%, nt
CC(C)=CC1C(C(=O)NCCOc2ccccc2)C1(C)C (stereo unspecified)
→ 33, 2%, 8%, 71%[activator], -17%, -4
CCCn1c(C)cc(C(=O)COc2ccc(-c3nnco3)cc2)c1C
→ 67*, ?, -22%, ?, ?, 42*
COC(=O)C1=C(C)n2nnnc2NC1c1cc2ccccc2o1 (stereo unspecified)
→ -6, nt, -4%, ?, 18%, -2
C=CCNC(=O)N1CCc2[nH]c3ccc(F)cc3c2C1
→ -7, 7%, -3%, -11%, -2%, -1
CCNc1nc(Oc2ccc(C(=O)OC)cc2)nc(N2CCOCC2)n1
→ -3, -8%, 3%, 19%, 24%, -3
C/C(=N\O)C(=O)NCCN1CCCCC1
→ -4, 44%[activator][5.75 µM], -2%, 9%, 25%, -1
CCNC(=S)N1C2CCC1CC(NC(=O)NC1CCCCC1)C2 (stereo unspecified)
→ -3, -2%, 3%, 3%, 15%, -1
CC(C)=CCCC(C)CN1CCC(N2CCC(C(=O)N3CCCC3)CC2)CC1 (stereo unspecified)
→ -8, 76%[activator], 9%, ?, 2.5µM*, 1
Cc1ccc(NS(=O)(=O)c2ccc(/C=C/C(=O)O)cc2)cc1Cl
→ 16, 10%, 28%, 14%, -7%, -2
CCc1cc2cc(C)ccc2nc1SCC(=O)NC1CCCC1
→ -13, -4%, -2%, ?, ?, -1
COc1cccc(CNc2ccc3[nH]c(=O)[nH]c3c2)c1OCc1ccccc1Cl
→ -3, 8%, -6%, 19%, ?, 2
CCCCN1C(=O)/C(=C/C=C/c2ccco2)C(=O)NC1=S
→ -10, -15%, -23%, -1%, -5%, -6
C=CCc1c(C)nc(C)nc1N/N=C/c1ccc(F)cc1
→ -23, -4%, ?, nt, 9%, -3

Remaining list, next part.
Every second line gives: Shiga toxin inh, Pf growth 96h, Giardia FBPA inh, Pf growth 48h, HCV inhibitor, Cycloheximide cs
C=CCNC(=O)C1=NN(c2c(F)c(F)cc(F)c2F)C(=O)CC1
→ 2, 10%, 0%, -18%, ?, 3
C=CCSc1nnc(NC(=O)C2CSC3(C)CCC(=O)N23)s1 (stereo unspecified)
→ nt, ?, nt, 8%, 8%, nt
CC(=O)Nc1ccc2c3c(cccc13)C(=O)N(c1ccccc1)C2=O
→ 1, 9%, -2%, 9%, -6%, -4
Cc1ccc(OCCC(=O)OCC(=O)Nc2c(C)nn(-c3ccccc3)c2C)cc1
→ nt, 32%[activator], nt, 5%, 19%, nt
CCOC(=O)c1ccc(NC(=O)CCOc2ccccc2)cc1
→ 22, 26%, 3%, nt, 14%, 9
Cc1cccc(OC(C)C(=O)NC2CCS(=O)(=O)C2)c1C (stereo unspecified)
→ -10, ?, nt, 11%, -4%, -2
CCN(Cc1ccccc1)C(=O)c1c(-c2ccccc2Cl)noc1C
→ -9, ?, 2%, ?, -18%, -1
O=C(O)c1ccccc1NC(=O)C1CCN(S(=O)(=O)c2cccc3nsnc23)CC1
→ -3, 24%, -9%, 0%, 5%, -6
CCOc1ccccc1Nc1ccc2nonc2c1[N+](=O)[O-]
→ -7, 17%, -24%, nt, -2%, -3
COc1ccc(C2=Nn3c(nnc3-c3ccccc3OC)SC2)cc1OC
→ -9&22, 3.7µM*!, 2%&5%, 10µM*, ?, 2&1
COc1cc(/C=N/NC(=O)CNC(=O)/C=C/c2ccco2)cc(OC)c1OC
→ -3, 24%, 10%, 5%, 12%, -5
COc1ccc(SCC(Cc2ccccc2)N2CCN(C)CCC2=O)cc1 (stereo unspecified)
→ -20, nt, 3%, nt, nt, -5
COc1cccc(C(=O)NC(=S)Nc2cccnc2)c1
→ 43*, -26%, ?, 98%[activator], ?, 26*
CCOC(=O)c1c(NC(=O)C(C)N2CCN(C(=O)c3ccco3)CC2)sc2c1CCCC2 (stereo unspecified)
→ 29, ?, -9%, nt, 10µM*, 19*
CC(=O)Oc1ccccc1-n1c(C)nc(=O)c(-c2ccccc2)c1C
→ -12, 12%, -6%, 8%, -2%, -2

The list continues.
Every second line gives: Shiga toxin inh, Pf growth 96h, Giardia FBPA inh, Pf growth 48h, HCV inhibitor, Cycloheximide cs
O=c1c2nncn2c2cc(C(F)(F)F)ccc2n1CCNc1ncc(C(F)(F)F)cc1Cl
→ -10, ?, 2%, ?, -19%, -8
Cc1ccc(C(=O)N(CCN2CCCCC2)CC2CCCN(C3CCCC3)C2)s1 (stereo unspecified)
→ 72*, 0%, 1%, ?, nt, 33*
Cc1ccsc1/C=N/n1c(-c2cccnc2)n[nH]c1=S
→ -10, ?, -10%, -1%, -18%, -4
COc1ccc(NC(=O)CN(C)S(=O)(=O)c2cccc3cccnc23)cc1
→ -15, -12%, -6%, nt, -17%, -2
CCc1ccc(N=CC2=C(O)CC(c3ccco3)CC2=O)cc1 (stereo unspecified)
→ 21, 17%, -1%, nt, 10%, 12
CCCCN1CCC2C=CCC(C(=O)O)C2C1=O (stereo unspecified)
→ 2, nt, 1%, nt, nt, -7
Cc1csc(NC(=O)CCc2nc3ccccc3s2)n1
→ 37, -3%, -13%, -2%, -6%, 24*
CCNC(=S)N1CCn2cccc2C1c1ccc(F)cc1 (stereo unspecified)
→ -13, ?, 1%, -17%, 6%, 1
CCN(CC(=O)Nc1ccc(NC(C)=O)cc1)C(=O)/C=C/c1ccc([N+](=O)[O-])cc1
→ nt, 17%, nt, ?, -2%, nt
CCOC(=O)Cc1csc(NC(=O)CN2CCCCC2)n1
→ -15, ?, ?, 4%, 24%, -4
COCc1ccc(CN2CCC(CO)(CC3CCCCO3)CC2)o1 (stereo unspecified)
→ 3, ?, 2%, 8%, 12%, 1
Cc1cc2cc(CN(CCCO)S(=O)(=O)c3cccc4nsnc34)c(=O)[nH]c2cc1C
→ -2, -6%, -20%, 9.3µM*, nt, 1
CC1CCCN(C(=O)c2ccncc2)C1 (stereo unspecified)
→ 3, nt, 3%, 12%, 1%, -2
C=CCc1ccc(OCC(O)COc2ccc(CC=C)cc2OC)c(OC)c1
→ 12, -7%, -5%, nt, -4%, -1
O=S(=O)(Nc1nc(-c2ccccc2)cs1)c1cc(Cl)ccc1Cl
→ -5, -14%, 4%, 13%, -2%, -1

(continued)
Every second line gives: Shiga toxin inh, Pf growth 96h, Giardia FBPA inh, Pf growth 48h, HCV inhibitor, Cycloheximide cs
CSc1nc(N)n(-c2cc(C(F)(F)F)ccn2)n1
→ -7, 32%[activator], 5%, 15%, -7%, -2
c1ccc(Cn2nnnc2C(c2ccncc2)N2CCOCC2)cc1 (stereo unspecified)
→ -6, 0.74µM*, 2%, 15%, 14%, -2
O=c1[nH]c(C2CCCN(S(=O)(=O)c3ccccc3F)C2)nc2c1nnn2Cc1ccccc1Cl (stereo unspecified)
→ -14, 12µM*, 5%, ?, 1%, 1
COCCn1c(CN2CCC(Cc3ccccc3)CC2)nc2c1c(=O)n(C)c(=O)n2C
→ -6, 5.2µM*, 1%, ?, ?, 9
Cc1ccc(SCc2cc(=O)[nH]c(N3CCN(Cc4ccccc4)CC3)n2)cc1
→ 22, 99%[activator], 3%, -8%, 6%, -2
O=C(NNC(=O)c1ccc2c(=O)n3c(nc2c1)CCC3)c1ccc(Cl)cc1
→ nt, 0%, nt, 5%, 0%, nt
COc1ccc(-n2nc3c(=O)[nH][nH]c3cc2=O)cc1
→ 9, 17%, -19%, 18%, 10%, -7
O=P(c1ccccc1)(c1ccccc1)C(O)c1ccccn1 (stereo unspecified)
→ 13, 25%, ?, 22%, 12%, -1
Cc1nn(-c2ccccc2)c(C)c1NC(=O)COc1ccc(Br)cc1Cl
→ -2, ?, 3%, -1%, ?, -1
CCCC(C)c1nnc(NC(=O)COc2ccc3c(c2)OCO3)s1 (stereo unspecified)
→ 2, ?, -16%, 5%, 3%, -4

Full records, looked up by structure.
COc1cc(C(=O)OCC(=O)Nc2cccc(S(=O)(=O)N3CCCC3)c2)ccc1OCC(C)C is listed as Shiga toxin inh = nt; Pf growth 96h = ?; Giardia FBPA inh = nt; Pf growth 48h = ?; HCV inhibitor = ?; Cycloheximide cs = nt
CC1CCCN(C(=O)c2ccncc2)C1 (stereo unspecified) is listed as Shiga toxin inh = 3; Pf growth 96h = nt; Giardia FBPA inh = 3%; Pf growth 48h = 12%; HCV inhibitor = 1%; Cycloheximide cs = -2
C/C(=N\O)C(=O)NCCN1CCCCC1 is listed as Shiga toxin inh = -4; Pf growth 96h = 44%[activator][5.75 µM]; Giardia FBPA inh = -2%; Pf growth 48h = 9%; HCV inhibitor = 25%; Cycloheximide cs = -1

Taken from above:
HCV inhibitor, O=P(c1ccccc1)(c1ccccc1)C(O)c1ccccn1 (stereo unspecified) : 12%
Shiga toxin inh, CCCC(C)c1nnc(NC(=O)COc2ccc3c(c2)OCO3)s1 (stereo unspecified) : 2
